# Growth percent in the NCI-60 one-dose screen (48 h, 10 µM unless noted): 100 = growth as untreated, 0 = no growth, -100 = all killed.
# HS 578T: HS 578T breast cancer | 78,000 tested, 4.1% active | AID 1794788
# LOX IMVI: LOX IMVI melanoma | 79,000 tested, 7.4% active | AID 1794757
# BT-549: BT-549 breast cancer; 78,000 tested, 4.4% active; AID 1794793
# MDA-MB-435: MDA-MB-435 melanoma | AID 1794794 | 82,000 tested, 7.8% active
# SK-MEL-5: SK-MEL-5 melanoma; 80,000 tested, 6.4% active
# SK-MEL-2: SK-MEL-2 melanoma; 77,000 tested, 4.7% active
# SK-MEL-28: SK-MEL-28 melanoma; 81,000 tested, 4.1% active
# T-47D: T-47D breast cancer; 79,000 tested, 5% active
# Active calls of the source: *; / = not tested or not shown. How the source made its calls: active means growth percent below 10; inactive means the rest.
SMILES,HS 578T,LOX IMVI,BT-549,MDA-MB-435,SK-MEL-5,SK-MEL-2,SK-MEL-28,T-47D
Clc1ccc2oc3c(OCCCN4CCOCC4)c4ccccc4nc3c2c1,83,42,77,77,86,150,98,87
O=C(O)c1cn(C2CC2)c2cc(N3CCN(C(=O)CN4C(=O)S/C(=C/c5cccc6ccccc56)C4=O)CC3)c(F)cc2c1=O,103,97,101,106,94,101,102,103
CCOC(=O)CC(=O)Nc1cc2ccc(OC)c(OC)c2cc1C(=O)OCC,99,96,100,105,97,97,115,89
CCCCc1cc(C)ccn1,101,97,94,107,99,104,110,95
CC(C)n1ncc2c(N)ncnc21,118,100,134,107,100,101,120,100
CC(C)CCC(CCC(C)C)NCC(C)O (centres undefined),/,102,103,101,99,114,103,115
Fc1ccc(C(=S)Nc2ccccc2Cl)cc1,103,102,109,99,100,103,103,103
Cc1ccc2[nH]c(=O)c3c(c2c1)OC(N)=C(C#N)C31C(=O)c2cccc3cccc1c23 (centres undefined),94,93,102,98,94,110,99,86
C=CCOC(=O)[C@@H]1CCCN1C(=O)CNC(=O)OC(C)(C)C,104,105,103,99,106,106,111,102
Cc1ncc(CO)n1Cc1ccc(Cl)cc1,101,103,100,109,101,104,117,90
O=C(NO)c1ccc(Cn2ccc3c(NCc4ccccc4)ncnc32)cc1,-0.1*,-100*,-22*,-27*,-75*,-2.6*,0.2*,-17*
CC(C)(C)C(=O)C1CC(C#N)=C2C=Cc3c(ccc4ccccc34)N21 (centres undefined),31,96,/,98,91,92,106,73
COc1cccc(C(=O)Nc2ccc(-c3cc(=O)c4c(OC)c(OC)c(OC)cc4o3)cc2)c1,112,95,74,93,71,88,110,74
Cc1c(C(=N)C(C#N)C#N)c(=N)oc2c1ccc1ccccc12,70,93,74,84,84,27,124,72
CCOc1ccc(/C=N/Nc2cc(C)nc3ccc(Cl)cc23)cc1,92,-86*,81,41,66,91,28,60
C/C(=N/NC(N)=S)c1sc(Nc2cccc(Cl)c2)nc1C,88,64,84,85,87,87,95,31
Oc1[nH]c2ccc(Cl)cc2c1/C=c1/cc2c(c(-c3ccc(F)cc3)n1)=Nc1ccccc1-2,88,92,81,16,92,91,57,81
COC(=O)N1CCc2cc(O)c(OC)cc2C1(C)Cc1ccccc1 (centres undefined),110,102,114,77,97,117,104,97
O=[N+]([O-])c1cc(C(F)(F)F)cc([N+](=O)[O-])c1N1CCCC(n2cccc2)C1 (centres undefined),107,92,106,101,100,/,106,90
Cc1ccc2ccccc2c1Nc1ccc(Nc2c(C)ccc3ccccc23)c2c1C(=O)c1ccccc1C2=O,/,102,102,110,108,99,105,104
CSc1nc(COC(=O)NC(C)C)c(COC(=O)NC(C)C)n1-c1ccccc1,96,100,105,108,101,111,107,111
CN/C(=C\[N+](=O)[O-])NCCSCc1csc(CN(C)C)n1,/,80,86,98,103,100,103,86
Cc1ccc(Nc2n[nH]c(-c3cccs3)c2C#N)cc1,89,84,98,78,91,104,76,81
CC(C)CNc1nc(NCC(C)C)[nH]c(=O)n1,117,93,100,108,101,/,111,90
CN1C(=O)NC(=O)C1c1ccccc1 (centres undefined),105,103,102,108,107,102,119,96
N#Cc1c(N)nc2c(c1N)C(Sc1ccc(Br)cc1)c1ccc(O)cc1O2 (centres undefined),111,87,69,95,/,94,112,86
CCCCCCCC(=O)SCC/C=C/[C@@H]1CC(=O)NCc2nc(co2)C2=N[C@@](C)(CS2)C(=O)N[C@@H](C(C)C)C(=O)O1,4.6*,-97*,13,-32*,-94*,-3.8*,-37*,-5.1*
O=C(O)C1CCC(=O)N1C(=O)OCc1ccccc1 (centres undefined),136,98,112,91,105,103,140,108
Cc1cc2nc3ccc(N=Nc4ccc(N(C)C)cc4)cc3n(-c3ccccc3)c-2cc1=N,-25*,-66*,-82*,-98*,-95*,-95*,-97*,-57*
CC(C)(C)C(=O)/C=C/c1ccc(Cl)cc1,107,97,104,101,97,/,111,98
CCOC(=O)CNC(=O)CN(Cc1ccccc1)C(=O)[C@@]1(C)CCC[C@]2(C)[C@H]3C[C@H]4C(C(C)C)=C[C@]3(CC[C@H]21)[C@@H]1C(=O)OC(=O)[C@@H]14,60,24,76,78,84,82,82,67
CNC1(C(N)=O)CCN(Cc2ccccc2)CC1,106,97,92,108,126,106,104,111
C=CCNC(=O)OC,107,100,95,118,113,103,114,/
Clc1nc(-c2ccccn2)nc2sc3c(c12)CCCCCC3,91,68,85,91,/,/,89,42
CN(NC1OC(=O)c2ccccc21)c1ccc(C(F)(F)F)cc1[N+](=O)[O-] (centres undefined),91,96,69,102,89,98,97,/
CCOC(=O)c1ccc(N=Cc2sc(=O)[nH]c2O)cc1,88,94,101,103,100,94,105,92
CC1=C2[C@@H](CC1)[C@]1(C)O[C@@](C3CCNCC3)(C[C@H]1OC(=O)CO)[C@H]2OC(=O)/C=C/c1ccccc1,58,87,82,89,95,106,94,63
O=C(N/N=C\c1ccc(Cl)cc1)c1ccc2nc(-c3ccc(Cl)cc3)[nH]c2c1,90,81,100,100,97,94,111,88
COCCOC(=O)C1=C(C)NC(=S)N(C(C)=O)C1c1ccc2c(c1)OCO2 (centres undefined),94,97,103,103,104,108,106,87
Cc1noc2c(Cc3ccccc3)nn(CC(=O)N/N=C/c3ccc(F)cc3)c(=O)c12,-1.3*,36,64,71,76,74,90,13
CN1CCC(OC(c2ccccc2)c2ccccc2)C1 (centres undefined),110,98,102,108,101,94,108,99
CCOC(=O)C(Cc1c[nH]c2cc(N)ccc12)(NC(C)=O)C(=O)OCC,110,112,101,117,104,104,108,96
CC1C(c2ccccc2)OCCN1C(N)=S (centres undefined),105,94,95,105,102,87,103,96
CCCCNC(=O)N1CCc2nc(NC(=O)Cc3ccccc3)sc2C1,89,94,99,104,96,67,105,74
CCN1C2CCC1/C(=C\c1ccccc1)C1=C2[C@@H](c2ccccc2)C(C#N)=C(N)O1 (some centres undefined),95,93,84,102,92,97,98,73
Cc1ccc(-c2cc(-c3ccc(N(C)C)cc3)n3c(n2)nc2ccccc23)cc1,83,84,82,65,-38*,16,53,6.3*
CC(=O)n1cc(-c2cc3cnc4ccccc4c3oc2=O)c2ccccc21,94,94,94,100,97,103,112,77
O=C1c2ccccc2C(=O)N1Cc1ccc(Cl)cc1[N+](=O)[O-],116,100,112,118,100,/,112,96

# Compound profiles, as listed above:
# Cc1noc2c(Cc3ccccc3)nn(CC(=O)N/N=C/c3ccc(F)cc3)c(=O)c12 across the screens: HS 578T: -1.3*; LOX IMVI: 36; BT-549: 64; MDA-MB-435: 71; SK-MEL-5: 76; SK-MEL-2: 74; SK-MEL-28: 90; T-47D: 13
# CCOC(=O)C(Cc1c[nH]c2cc(N)ccc12)(NC(C)=O)C(=O)OCC across the screens: HS 578T: 110; LOX IMVI: 112; BT-549: 101; MDA-MB-435: 117; SK-MEL-5: 104; SK-MEL-2: 104; SK-MEL-28: 108; T-47D: 96

# (further entries)
SMILES,HS 578T,LOX IMVI,BT-549,MDA-MB-435,SK-MEL-5,SK-MEL-2,SK-MEL-28,T-47D
CC1CCc2c(sc3nc(SCC(=O)N/N=C/c4ccc(O)cc4)n(-c4ccccc4)c(=O)c23)C1 (centres undefined),53,90,90,99,100,/,99,95
CCOC(=O)C(NC(=O)Cc1ccccc1)C(=O)OCC,106,101,101,110,105,103,102,94
O=C1CCN(Cc2ccco2)C(=S)N1,112,107,102,/,109,115,108,114
Cn1c(O)c(/C=C2\C=Nc3ccccc32)s/c1=N/c1nccs1,86,82,79,100,91,92,109,46
Nc1ccc(NC(=O)c2ccc(-n3c(=O)[nH]c4ccccc4c3=O)cc2)cc1,99,98,96,103,107,98,102,93
CC1CN=C(COc2ccccc2Cc2ccccc2)N1 (centres undefined),91,98,101,102,82,101,104,84
CNC(=O)c1c(NC(=O)c2ccc(C(F)(F)F)cc2)sc2c1CCC(=O)C2,12,1.5*,-14*,0.8*,-72*,-12*,4.2*,-15*
Nc1n[nH]c2ccc([C@H]3[C@@H]4C5CCC(C5)[C@@H]4c4c(ccc5[nH]ncc45)N3S(=O)(=O)C3CC3)cc12 (some centres undefined),23,8.7*,-2.6*,-35*,-22*,53,53,65
O=C1CCCc2ccc([N+](=O)[O-])cc21,115,95,114,108,102,137,114,105
COC1=C[C@@]23CCCN2CCc2cc4c(cc2[C@H]3[C@H]1OC(=O)CCCC(C)C)OCO4,86,104,107,100,100,110,109,96
COc1ccc(S(=O)(=O)N2CCN(S(=O)(=O)c3oc(-c4ccc(C)cc4)nc3C#N)CC2)cc1,103,87,102,100,100,/,104,102
Cc1ccc(-c2nc(N3CCNCC3)c3oc(-c4ccc(C)cc4)nc3n2)cc1,99,-80*,83,-77*,97,99,84,37
CCc1cc2c(cc1Cn1c(C(=O)O)c(Cc3cccc(C(=O)O)c3)c(=O)c3cc(O)ccc31)OCO2,99,96,89,102,100,103,111,100
CCNC(=O)Oc1ccc(/C(=C(\C)c2ccc(Cl)cc2)c2ccc(OCCN(CC)CC)cc2)cc1,47,-59*,69,25,/,38,-62*,26
O=C(N/N=C/c1ccc(Oc2ccccc2)cc1)c1cnn2c1NC(c1ccccc1)C2 (centres undefined),32,57,81,4.5*,41,4.5*,56,43
CS(=O)(=O)c1ccc(C(=O)N/N=C/c2ccccc2)cc1,104,99,96,112,101,78,111,96
COc1cc2oc(-c3cccc(C(=O)Nc4ccc(Cl)cc4)c3)cc(=O)c2c(OCCNC(=O)[C@H](CO)NC(=O)OC(C)(C)C)c1OC,27,-67*,-52*,3.5*,-75*,-1.0*,-24*,29
Cc1c(Cl)cccc1N=Cc1ccc2c(c1)OCO2,111,99,99,104,107,109,114,104
NNC(=O)c1ccc(Br)cc1,95,93,98,95,101,126,107,103
Cc1nn(-c2ccccc2)c(N)c1N=C1NC(=O)/C(=C/c2ccc(Cl)cc2)S1,93,90,76,67,92,100,92,74
Cc1c(C)c2ccc3c(c2oc1=O)N=C(c1ccccc1)CO3,128,96,91,93,94,105,104,97
C#CCNC(=O)c1cccc2c1cc(C)n2-c1nc2c(c(NCc3ccccc3)n1)CCCC2,8.1*,-87*,-39*,-61*,-94*,-38*,-6.0*,-12*
CC1=CC(C)C(=O)N(C)C(C)=C1 (centres undefined),104,105,114,118,99,109,108,95
CCNc1ccc(Nc2ncnc3c2cnn3CC(C)=O)cc1,95,92,93,110,103,90,105,93

# Of the compounds above, these have sulfur:
SMILES,HS 578T,LOX IMVI,BT-549,MDA-MB-435,SK-MEL-5,SK-MEL-2,SK-MEL-28,T-47D
O=C(O)c1cn(C2CC2)c2cc(N3CCN(C(=O)CN4C(=O)S/C(=C/c5cccc6ccccc56)C4=O)CC3)c(F)cc2c1=O,103,97,101,106,94,101,102,103
Fc1ccc(C(=S)Nc2ccccc2Cl)cc1,103,102,109,99,100,103,103,103
C/C(=N/NC(N)=S)c1sc(Nc2cccc(Cl)c2)nc1C,88,64,84,85,87,87,95,31
CSc1nc(COC(=O)NC(C)C)c(COC(=O)NC(C)C)n1-c1ccccc1,96,100,105,108,101,111,107,111
CN/C(=C\[N+](=O)[O-])NCCSCc1csc(CN(C)C)n1,/,80,86,98,103,100,103,86
Cc1ccc(Nc2n[nH]c(-c3cccs3)c2C#N)cc1,89,84,98,78,91,104,76,81
N#Cc1c(N)nc2c(c1N)C(Sc1ccc(Br)cc1)c1ccc(O)cc1O2 (centres undefined),111,87,69,95,/,94,112,86
CCCCCCCC(=O)SCC/C=C/[C@@H]1CC(=O)NCc2nc(co2)C2=N[C@@](C)(CS2)C(=O)N[C@@H](C(C)C)C(=O)O1,4.6*,-97*,13,-32*,-94*,-3.8*,-37*,-5.1*
Clc1nc(-c2ccccn2)nc2sc3c(c12)CCCCCC3,91,68,85,91,/,/,89,42
CCOC(=O)c1ccc(N=Cc2sc(=O)[nH]c2O)cc1,88,94,101,103,100,94,105,92
COCCOC(=O)C1=C(C)NC(=S)N(C(C)=O)C1c1ccc2c(c1)OCO2 (centres undefined),94,97,103,103,104,108,106,87
CC1C(c2ccccc2)OCCN1C(N)=S (centres undefined),105,94,95,105,102,87,103,96
CCCCNC(=O)N1CCc2nc(NC(=O)Cc3ccccc3)sc2C1,89,94,99,104,96,67,105,74
CC1CCc2c(sc3nc(SCC(=O)N/N=C/c4ccc(O)cc4)n(-c4ccccc4)c(=O)c23)C1 (centres undefined),53,90,90,99,100,/,99,95
O=C1CCN(Cc2ccco2)C(=S)N1,112,107,102,/,109,115,108,114
Cn1c(O)c(/C=C2\C=Nc3ccccc32)s/c1=N/c1nccs1,86,82,79,100,91,92,109,46
CNC(=O)c1c(NC(=O)c2ccc(C(F)(F)F)cc2)sc2c1CCC(=O)C2,12,1.5*,-14*,0.8*,-72*,-12*,4.2*,-15*
Nc1n[nH]c2ccc([C@H]3[C@@H]4C5CCC(C5)[C@@H]4c4c(ccc5[nH]ncc45)N3S(=O)(=O)C3CC3)cc12 (some centres undefined),23,8.7*,-2.6*,-35*,-22*,53,53,65
COc1ccc(S(=O)(=O)N2CCN(S(=O)(=O)c3oc(-c4ccc(C)cc4)nc3C#N)CC2)cc1,103,87,102,100,100,/,104,102
CS(=O)(=O)c1ccc(C(=O)N/N=C/c2ccccc2)cc1,104,99,96,112,101,78,111,96
Cc1nn(-c2ccccc2)c(N)c1N=C1NC(=O)/C(=C/c2ccc(Cl)cc2)S1,93,90,76,67,92,100,92,74

# High-throughput results from PubChem BioAssay.
